# Screening results as filed in PubChem BioAssay.
# IDE cell inh = human IDE inhibitors in live cells, primary screen, fluorescence polarization, HEK cells, FAbetaB substrate; Insulin-degrading enzyme (Homo sapiens), P14735; FAbetaB cleavage; inhibition, % at 5.59 µM; hit rate 0.41% among 320,000;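 active means percent inhibition above the average of all tested compounds plus 3 SD, set per screening campaign, cut at about 16% in these data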;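 further: IDE supplied by intact live HEK cells; FP after avidin binding of uncleaved biotin substrate so inhibition keeps polarization high; 0% = DMSO wells and 100% = 60 µM reference IDE inhibitor Ii1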
# IDE cell activ = human IDE activators in live cells, primary screen, fluorescence polarization, HEK cells, FAbeta-B substrate; Insulin-degrading enzyme (Homo sapiens), P14735; FAbeta-B cleavage; 0% vehicle, 100% cell-free pure enzyme wells; activation, % at 5.96 µM; hit rate 0.073% among 340,000; AID 493087, 2011;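 active means activation above the mean of all tested compounds plus 3 SD, set per screening campaign, cut at about 17% in these data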
# MEKK3 PB1 HTS = modulators of MEKK3-MEK5 PB1 binding, primary screen, biochemical, wildtype MEKK3, multiplex bead flow cytometry, Alexa488-MEK5. bead-based flow cytometry, Alexa488-MEK5 binding to MEKK3; actives lie on both sides; 0 = blocked by unlabeled MEK5, 100 = vehicle. hit rate 1.4% among 290,000. Mitogen-activated protein kinase kinase kinase 3 (Homo sapiens), Q99759. binding response (% of control), % at 10 µM;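 active means binding response more than 3 SD above or below the average of its plate-row segment, actives on both sides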;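 further: Alexa488 bead fluorescence after subtracting the streptavidin-only scavenger bead signal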
# Target sequence (Q99759 whole entry, looked up): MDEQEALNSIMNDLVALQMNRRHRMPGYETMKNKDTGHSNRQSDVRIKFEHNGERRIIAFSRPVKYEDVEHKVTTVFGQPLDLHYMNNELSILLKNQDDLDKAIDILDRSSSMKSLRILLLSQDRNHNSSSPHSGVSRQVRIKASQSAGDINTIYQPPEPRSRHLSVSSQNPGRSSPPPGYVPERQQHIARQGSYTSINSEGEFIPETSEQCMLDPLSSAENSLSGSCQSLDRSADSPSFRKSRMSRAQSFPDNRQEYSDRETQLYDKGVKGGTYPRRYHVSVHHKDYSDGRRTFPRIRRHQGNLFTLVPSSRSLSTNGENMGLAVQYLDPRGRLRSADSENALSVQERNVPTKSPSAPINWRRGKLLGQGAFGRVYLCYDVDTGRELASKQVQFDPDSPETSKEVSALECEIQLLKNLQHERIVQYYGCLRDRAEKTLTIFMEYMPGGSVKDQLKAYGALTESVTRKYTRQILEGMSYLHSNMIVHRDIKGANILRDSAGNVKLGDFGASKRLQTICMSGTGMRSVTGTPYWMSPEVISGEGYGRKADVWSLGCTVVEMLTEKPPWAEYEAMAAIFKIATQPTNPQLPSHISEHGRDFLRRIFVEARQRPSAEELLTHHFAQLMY
# M18AAP inhibitor = PfM18AAP inhibitors, malaria aminopeptidase, primary screen, biochemical, QFRET, recombinant enzyme; M18 aspartyl aminopeptidase (Plasmodium falciparum 3D7); H-Glu-NHMec fluorogenic cleavage; inhibition, % at 7.35 µM; hit rate 1.2% among 290,000; AID 1822, 2009;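 active means inhibition above the campaign mean inhibition over all tested compounds plus 3 SD, cut at about 28% in these data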;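 further: 0% = plate median of test compound wells and 100% = 2 mM ZnCl2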
# NALP1 inh = NALP1 inflammasome inhibitors in reconstituted yeast, colorimetric, S. cerevisiae, triplicate retest; inhibition, % at 10 µM; hit rate 0.61% among 280,000; S. cerevisiae NALP1/ASC/caspase-1 growth, X-gal OD620, 72 h; AID 2071, 2009; in the data active means inhibition mostly above about 24%, no sharp cut-off; inactive means mostly below about 32%; further: some compounds called inactive have numbers as strong as hits
# MEKK2mut PB1 HTS = MEK5 binding signal on mutant MEKK2 PB1, primary screen, biochemical, multiplex bead flow cytometry, Alexa488-MEK5. Alexa488-MEK5 binding to MEKK2 mutant. percent response, % at 10 µM. hit rate 0.35% among 290,000. AID 1530, 2009; in the data active means percent response above about 24%, passing the limit was not always enough; further: inactives centre near 1; some results filed as inactive read as strong as hits; reference of the scale not given here
# UBC9 SUMO inh = inhibitors of in vitro SUMOylation cascade, primary screen, biochemical, HTRF, uHTS; SUMO-conjugating enzyme UBC9 (Homo sapiens), P63279; HTRF SUMOylation assay, SAE1/SAE2 + UBC9; inhibition, % at 35 µM; hit rate 0.36% among 290,000; AID 2006, 2009; in the data active means inhibition above about 50%, passing the limit was not always enough; further: strong numbers were not always called active
# Target sequence (P63279 whole entry, looked up): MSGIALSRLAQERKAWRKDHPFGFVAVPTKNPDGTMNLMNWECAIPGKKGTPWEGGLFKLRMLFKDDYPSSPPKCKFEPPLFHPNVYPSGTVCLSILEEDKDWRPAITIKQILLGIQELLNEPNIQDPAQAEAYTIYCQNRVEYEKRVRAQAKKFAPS
# p-CIP stab down = p/CIP-EGFP fusion destabilizers, primary screen, fluorescence, F442A cells | decrease of EGFP signal, % at 10 µM | AID 1984, 2009 | hit rate 0.01% among 290,000 | 16 h | Q05BA5;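 active means EGFP signal decrease of at least 30% at 10 µM or well 3 SD below plate mean, unless failing retest; inactive means the rest, including hits failing retest or dose response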; further: some compounds called inactive have numbers as strong as hits; many of its hits are not listed in these tables
# MEKK2wt PB1 HTS = modulators of MEK5 binding to wildtype MEKK2, primary screen, biochemical, multiplex bead flow cytometry, Alexa488-MEK5; Mitogen-activated protein kinase kinase kinase 2 (Homo sapiens), Q9Y2U5; binding response (% of control), % at 10 µM; Alexa488-MEK5 binding to MEKK2 WT; actives lie on both sides; hit rate 1.1% among 290,000; AID 1531, 2009; in the data active means binding response below about 67% or above about 130%
# Active calls of the source: *; . = not tested or not shown. Not all compounds are listed; rates above refer to the full screens.
IDE cell inh	IDE cell activ	MEKK3 PB1 HTS	M18AAP inhibitor	NALP1 inh	MEKK2mut PB1 HTS	UBC9 SUMO inh	p-CIP stab down	MEKK2wt PB1 HTS	mol
2	1	104	2	8	2	-4	2	105	Cc1ccc(-n2nc3c(=O)n(C(C)C(=O)NCc4ccc(Cl)cc4)nc(C)c3c2C)cc1 (stereo not drawn)
-4	4	105	-8	15	11	11	-21	108	CNC(=S)N(CCc1c(C)[nH]c2ccc(Cl)cc12)Cc1cccnc1
5	8	99	-1	-8	-2	20	-10	103	Cc1[nH]c(-c2ccco2)nc1C(=O)O
4	4	79	-3	-10	-18	5	4	76	O=C1CC[C@@H](CN(Cc2ccccn2)Cc2nc(Cc3ccccc3)no2)N1
1	8	104	-1	7	4	2	2	107	COC(=O)C(C)N(C(=O)c1ccc(Cl)cc1)c1c(C)cccc1C (stereo not drawn)
1	-5	100	-1	-2	3	1	-2	100	COc1ccc(C2/C(=C(/O)c3ccccc3)C(=O)C(=O)N2C)cc1 (stereo not drawn)
4	8	90	6	9	-3	18	-1	95	O=C(Nc1ccc2oc(-c3ccc(F)cc3)nc2c1)c1ccccc1F
8	4	107	-4	18	11	5	1	109	Cc1ccc(S(=O)(=O)N[C@@H](Cc2ccccc2)C(=O)N2CCC(C(=O)N[C@H](C(=O)O)C(C)O)CC2)cc1 (stereo partly drawn)
1	5	103	-1	.	0	28	-13	100	Cc1cccc(NC(=O)c2ccc(NCCO)c([N+](=O)[O-])c2)n1
4	-11	102	35*	0	-1	-28	-14	98	CCCCCC(=O)NNC(=S)NC(=O)c1cccc([N+](=O)[O-])c1
6	0	104	-1	37	5	-17	6	103	Cc1cc(NC(=O)CN2C(=O)NC(C)(c3ccc(OC(F)F)cc3)C2=O)no1 (stereo not drawn)
1	1	103	-2	20	0	10	4	106	CCCc1cc(=O)oc2cc(OCC(=O)NCc3cccs3)ccc12

# Carrying on:
IDE cell inh	IDE cell activ	MEKK3 PB1 HTS	M18AAP inhibitor	NALP1 inh	MEKK2mut PB1 HTS	UBC9 SUMO inh	p-CIP stab down	MEKK2wt PB1 HTS	mol
3	-2	95	26	22	-3	2	-14	92	COC(=O)c1ccc(NC(=O)CSc2nnc(-c3ccncc3)n2N)cc1
-2	0	109	-14	16	5	13	-17	111	CCOc1ccc(S(=O)(=O)N2CCC(C(=O)N3CCN(c4ccccc4F)CC3)CC2)cc1C
3	4	102	-5	18	5	6	-6	101	O=C(c1ccccc1)N1CCN(C(=O)c2nn3c(C(F)(F)F)cc(-c4ccccc4)nc3c2Br)CC1
3	3	100	-6	0	6	-2	-7	100	COc1ccc(NC(=O)CN(C)C(=O)c2ccc(C)s2)cc1
-2	5	104	-1	-13	0	0	2	99	CCOC(=O)COc1ccccc1C1Nc2ccccc2C(=O)N1c1cccc(Cl)c1 (stereo not drawn)
-10	0	102	2	12	-3	-28	7	94	COc1ccc(-c2csc3ncnc(N4CCN(c5ccccc5OC)CC4)c23)cc1
4	8	85	13	0	-11	10	11	77	COc1ccc(C2CC(c3cccs3)=NN2C(=O)CSc2nnc(N)s2)cc1OC (stereo not drawn)
-3	1	99	-1	20	0	-9	8	106	CCOc1ccc(NS(=O)(=O)c2ccc(-c3cnc(C4CC4)o3)cc2)cc1
-2	3	113	2	-8	7	8	4	109	CC(C)n1cc(NC(=O)C2CC(c3cccc(Br)c3)=NO2)cn1 (stereo not drawn)
2	2	102	0	6	1	19	17	104	O=[N+]([O-])c1nn(-c2ccc3c(c2)OCCO3)n(O)c1=NCc1ccc(F)cc1Cl
8	.	104	10	-15	12	9	-5	96	Cc1cc(-c2nc(C)c(C(=O)NNS(=O)(=O)c3ccccc3)s2)no1
6	0	105	1	-2	3	-22	-13	101	CCn1nccc1C(=O)Nc1ccc(Cl)c(Cl)c1

# A second format for some results above.
structure	IDE cell inh	IDE cell activ	MEKK3 PB1 HTS	M18AAP inhibitor	NALP1 inh	MEKK2mut PB1 HTS	UBC9 SUMO inh	p-CIP stab down	MEKK2wt PB1 HTS
CCOC(=O)COc1ccccc1C1Nc2ccccc2C(=O)N1c1cccc(Cl)c1 (stereo not drawn)	-2	5	104	-1	-13	0	0	2	99
COc1ccc(-c2csc3ncnc(N4CCN(c5ccccc5OC)CC4)c23)cc1	-10	0	102	2	12	-3	-28	7	94
COc1ccc(C2CC(c3cccs3)=NN2C(=O)CSc2nnc(N)s2)cc1OC (stereo not drawn)	4	8	85	13	0	-11	10	11	77
CCOc1ccc(NS(=O)(=O)c2ccc(-c3cnc(C4CC4)o3)cc2)cc1	-3	1	99	-1	20	0	-9	8	106
CC(C)n1cc(NC(=O)C2CC(c3cccc(Br)c3)=NO2)cn1 (stereo not drawn)	-2	3	113	2	-8	7	8	4	109
O=[N+]([O-])c1nn(-c2ccc3c(c2)OCCO3)n(O)c1=NCc1ccc(F)cc1Cl	2	2	102	0	6	1	19	17	104

# (more compounds)
IDE cell inh	IDE cell activ	MEKK3 PB1 HTS	M18AAP inhibitor	NALP1 inh	MEKK2mut PB1 HTS	UBC9 SUMO inh	p-CIP stab down	MEKK2wt PB1 HTS	mol
1	3	108	-3	0	6	11	-8	114	O=S(=O)(NC1CC1)c1ccccc1
2	1	101	-7	7	1	4	2	107	COc1ccc(OC)c(CCNC(=O)c2ccc(NC3=NC4CS(=O)(=O)CC4S3)cc2)c1 (stereo not drawn)
0	6	88	0	-8	-5	18	4	87	CN(c1ccccc1)S(=O)(=O)c1cc(C(=O)OCC(N)=O)ccc1Cl
0	0	100	0	12	5	7	-3	106	O=C(Cc1cccs1)Nc1ccc(F)c(F)c1
.	3	96	-2	9	3	-3	-35	98	Oc1ccccc1C1=NN(c2ccccc2)C(c2ccc(F)cc2)C1 (stereo not drawn)
1	2	118	-2	-15	-2	19	1	107	O=C(CCCCCNC(=O)c1ccccc1)C[N+](=O)[O-]
0	2	105	-8	11	-2	10	-3	103	O=C(CN1CCC(C(=O)c2cccc(F)c2)CC1)NCc1cccs1
3	2	96	-8	-5	1	5	-5	98	CC(C)(C)c1ccc(OCC(=O)NC2CCS(=O)(=O)C2)cc1 (stereo not drawn)
5	-1	93	-5	9	-3	20	-9	91	COC(=O)c1cc(OC)c(OC)cc1N1C(=O)CCCC1=O
4	0	98	-11	29	-3	18	-4	99	Cc1[nH]c(C)c(S(=O)(=O)N(C)Cc2ccccc2)c1C(=O)N1CCCC1
2	3	100	5	.	0	13	0	103	Cn1nccc1NC(=O)NC(=O)c1c(Cl)cccc1Cl
-1	2	122	-11	8	1	3	-3	108	Cc1ccc(N2CN(Cc3cccnc3)CNC2=S)cc1

# Ordered by length of the SMILES (ascending): some entries from above.
IDE cell inh	IDE cell activ	MEKK3 PB1 HTS	M18AAP inhibitor	NALP1 inh	MEKK2mut PB1 HTS	UBC9 SUMO inh	p-CIP stab down	MEKK2wt PB1 HTS	mol
0	0	100	0	12	5	7	-3	106	O=C(Cc1cccs1)Nc1ccc(F)c(F)c1
.	3	96	-2	9	3	-3	-35	98	Oc1ccccc1C1=NN(c2ccccc2)C(c2ccc(F)cc2)C1 (stereo not drawn)
2	1	101	-7	7	1	4	2	107	COc1ccc(OC)c(CCNC(=O)c2ccc(NC3=NC4CS(=O)(=O)CC4S3)cc2)c1 (stereo not drawn)

# Further compounds follow.
IDE cell inh	IDE cell activ	MEKK3 PB1 HTS	M18AAP inhibitor	NALP1 inh	MEKK2mut PB1 HTS	UBC9 SUMO inh	p-CIP stab down	MEKK2wt PB1 HTS	mol
1	7	101	2	-3	-2	8	-1	100	CCC(=O)NCCNc1nc2cc(C)cc(C)c2cc1C#N
.	1	100	1	2	-1	5	-12	100	Cc1ccc(-c2cc(C(=O)N3CCC(C)CC3)c3ccccc3n2)cc1
8	2	110	-2	3	8	4	0	107	Cc1ccccc1NC(=O)N(C(C)C)C(C)C
0	1	107	0	-24	3	3	7	102	CCOc1ccccc1-c1nc2c([nH]1)c(=O)n(C)c(=O)n2C
5	-2	100	-7	33	11	-2	2	108	CCCCNC(=O)COC(=O)c1cc(Br)ccc1Cl
2	1	104	4	31	1	-3	8	104	O=C(NCc1ccccc1)N1CCC(Cc2ccccc2)CC1
-3	8	105	5	14	-1	-2	-1	94	COc1cccc(Nc2nc3ccccc3nc2-n2nc(C)cc2C)c1
-3	-1	98	.	13	2	-4	-4	89	Cc1ccc(C(=O)N2CCC3(CC2)Oc2ccc(F)cc2C(=O)C32CC(c3ccc(Cl)cc3)=NO2)s1 (stereo not drawn)
0	1	99	-2	8	1	10	-6	99	O=C(O)CCC(=O)NCc1ccc(C(=O)O)cc1
9	3	103	-7	15	3	-16	5	105	CCn1ccc(C(=O)NC2=C(C#N)CCC2)n1
6	5	97	-6	-1	-2	19	-26	101	CCNC(=O)CC1SC(=Nc2ccc(C)cc2)NC1=O (stereo not drawn)
3	4	102	2	21	1	-3	1	105	Fc1ccc(Nc2cccc3nccnc23)cc1

# Later entries.
IDE cell inh	IDE cell activ	MEKK3 PB1 HTS	M18AAP inhibitor	NALP1 inh	MEKK2mut PB1 HTS	UBC9 SUMO inh	p-CIP stab down	MEKK2wt PB1 HTS	mol
1	3	101	0	38	-2	-18	-1	101	Cc1ccc(Nc2cc(C)nc3c(C)ccc([N+](=O)[O-])c23)cc1
1	1	98	-9	8	4	22	-2	103	O=C(COC(=O)c1ccccc1NC(=O)c1ccco1)NCc1ccc2c(c1)OCO2
9	0	101	5	10	1	-11	6	103	CCNc1nc(C)nc2c1oc1ccccc12
5	1	83	-1	6	1	-18	-4	86	Cc1ccc(C(=O)Nc2ccc(S(=O)(=O)N3CCN(C)CC3)cc2)o1
